# Screening data deposited in PubChem by several laboratories.
# C-LANA FP – KSHV C-LANA DNA binding inhibition; inhibition, % at 9 µM; MBP-C-LANA/FAM-LBS DNA binding, fluorescence polarization; 340,000 tested, 0.078% active; AID 504423;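 active = highest replicate inhibition at or above 60% at 9 µM, even if other replicates fall short; inactive = all replicates below 60% inhibition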;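 also: 0% = neutral control wells and 100% = 4 µM acridine orange control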
# V-ATPase pHluor – alters yeast V-ATPase proton transport | response, % at 10 µM | 350,000 tested, 0.37% active | S. cerevisiae, pHLuorin cytosolic pH fluorescence; in the data active = response mostly above about 7.3%, no sharp cut-off; inactive = mostly below about 5.4%; also: actives read high; inactives centre near 0; some compounds called inactive have numbers as strong as hits; reference of the scale not given here
# OPRM1-OPRD1 ag – OPRM1-OPRD1 heterodimerization agonism | activation, % at 9.3 µM | 340,000 tested, 0.3% active | P35372+P41143 | cells, luminescence; in the data active = activation above about 18%;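 also: 0% = vehicle-treated cells and 100% = reference agonist; values of inactives mirror those of a sister screen read the other way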
# Target sequence (P35372 whole entry, looked up): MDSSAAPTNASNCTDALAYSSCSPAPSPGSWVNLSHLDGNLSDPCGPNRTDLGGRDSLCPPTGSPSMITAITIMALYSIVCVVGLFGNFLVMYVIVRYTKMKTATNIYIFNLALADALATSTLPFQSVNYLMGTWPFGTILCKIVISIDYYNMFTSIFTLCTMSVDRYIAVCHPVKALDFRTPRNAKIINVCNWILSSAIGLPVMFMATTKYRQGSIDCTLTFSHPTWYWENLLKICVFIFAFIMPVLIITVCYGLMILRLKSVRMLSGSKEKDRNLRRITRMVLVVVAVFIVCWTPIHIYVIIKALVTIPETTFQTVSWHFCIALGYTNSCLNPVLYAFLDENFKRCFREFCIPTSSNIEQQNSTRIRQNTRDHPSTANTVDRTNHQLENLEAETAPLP
# Target sequence (P41143 whole entry, looked up): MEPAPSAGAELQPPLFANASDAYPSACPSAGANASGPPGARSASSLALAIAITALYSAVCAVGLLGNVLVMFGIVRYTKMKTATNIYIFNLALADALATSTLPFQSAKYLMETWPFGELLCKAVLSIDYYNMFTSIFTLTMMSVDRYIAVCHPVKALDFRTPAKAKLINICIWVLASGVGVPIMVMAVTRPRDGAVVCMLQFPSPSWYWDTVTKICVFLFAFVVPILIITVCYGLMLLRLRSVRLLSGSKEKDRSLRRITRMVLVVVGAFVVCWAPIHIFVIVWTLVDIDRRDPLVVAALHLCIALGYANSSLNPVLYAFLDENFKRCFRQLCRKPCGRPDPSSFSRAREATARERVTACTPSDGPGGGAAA
# Cardiac RTF inh – cardiac RTF calcium desensitization | IANBD-labeled cardiac RTF, Ca2+ fluorescence | inhibition, % at 7.15 µM | 340,000 tested, 0.12% active;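 active = inhibition above the mean inhibition of all tested compounds plus 3 SD, cut at about 17% in these data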;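 also: assay run at fixed EC70 calcium of 1.6 mM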
# RTF Ca sens act – increases calcium sensitivity of human cardiac regulated thin filaments | 340,000 tested, 0.24% active | IANBD-labeled TnC RTF fluorescence at EC20 calcium; 0% EC20 calcium, 100% full calcium | activation, % at 7.2 µM | P19429+P45379;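 active = activation above the mean over all tested compounds plus 3 SD, cut at about 30% in these data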;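 also: rise in fluorescence read as greater calcium sensitivity of cardiac thin filaments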
# MOR-DOR inv ag – inverse agonists of human mu-delta opioid receptor heterodimerization. AID 504357. cell-based MOR-DOR heterodimer luminescence, inverse agonism. 340,000 tested, 0.21% active. inhibition, % at 9.3 µM. P35372+P41143; in the data active = inhibition above about 22%, passing the limit was not always enough;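 also: 0% = cells with DMSO and 100% = wells without cells with DMSO; values of inactives mirror those of a sister screen read the other way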
# Arrestin-AP2 inh – blocks beta-arrestin peptide binding to AP2 adaptin | FITC-arrestin peptide / GST-AP2 beads, flow cytometry; AP2 beta2 appendage carries R879A mutation | 340,000 tested, 0.31% active | inhibition, % at 10 µM;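 active = inhibition above a set limit, near 3 SD of compounds lacking own fluorescence, cut at about 54% in these data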;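 also: plate controls were DMSO wells for no effect and 5 µM unlabelled arrestin peptide for full effect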
#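 System: GST-AP2 R879A glutathione beads; medium: PBS, Tween 20 0.05%, BSA 0.1%; reagent: fluorescein-tagged arrestin peptide at 50 nM final; schedule: pre-incubation 12 min, peptide binding 1 h, room temperature; detection: flow cytometry, FL1 (488/535 nm); read-out: inhibition as reduced fluorescein signal on beads, percent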
# Keap1-Nrf2 PPI – inhibitors of human Keap1-Nrf2 protein-protein interaction | Q14145 | Keap1 Kelch-Nrf2 peptide fluorescence polarization, 1536-well | inhibition, % at 9.4 µM | 340,000 tested, 0.15% active; in the data active = inhibition above about 12%;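 also: human Keap1 Kelch domain with fluorescein labeled Nrf2 9mer peptide probe; 0% = neutral control wells and 100% = peptide positive control; higher means more block of Keap1 binding to Nrf2 peptide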
# Wnt act – activates Wnt/beta-catenin signaling in a reporter cell assay. activator, plate reader. activation, % at 9.35 µM. 300,000 tested, 1.2% active. AID 743398; in the data active = activation above about 30%, passing the limit was not always enough;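 also: 0% = neutral control wells and 100% = positive control wells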
# DSG3 Ab inh – inhibitors of pemphigus antibody binding to human desmoglein-3 | DSG3-coupled beads, scFv-anti-DSG3-GFP binding, flow cytometry; hits give low values | 310,000 tested, 0.48% active | P32926 | AID 588358 | binding (percent of control), % at 10 µM;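 active = binding more than 3 SD below its plate's average and above zero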;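 also: hits lower antibody fragment binding to DSG3; some compounds called inactive have numbers as strong as hits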
# * marks the source's active call; other numbers are inactive results; . = no result given.
SMILES,C-LANA FP,V-ATPase pHluor,OPRM1-OPRD1 ag,Cardiac RTF inh,RTF Ca sens act,MOR-DOR inv ag,Arrestin-AP2 inh,Keap1-Nrf2 PPI,Wnt act,DSG3 Ab inh
Cc1cc(C)c(NC(=O)CN2CCCCCC2)c(C)c1,1.3,-4,-2.4,-5,-7,11,31,3,6,101
COc1ccc(/C=C/CN2CCN(Cc3cccc(OC)c3)C(CCO)C2)cc1 (centres undefined),-0.1,3,-3.3,-4,7,18,-1,3,-1,97
CCC[n+]1c(C)sc2c3c(ccc21)CCCC3,0.0,-3,-0.3,-2,-6,1,-16,-6,.,.
COc1ccc(C2CC(C(F)(F)F)n3nc(C(=O)NCc4cn(C)nc4C)c(Cl)c3N2)cc1 (centres undefined),1.5,-3,3.4,4,14,-19,2,-5,-2,105
Cc1ccc(C(=O)Nc2ccccc2C(=O)O)cc1S(=O)(=O)NC1CCCCC1,-0.3,0,-0.3,-5,0,2,15,5,-1,.
COc1ccc(SCC(=O)c2cc(C)c(OC(=S)N(C)C)c(C)c2)cc1,2.2,2,1.5,-11,4,-8,3,-6,41*,96
Cc1cc2c(=O)n(Cc3ccco3)c(SCC(=O)NCc3ccco3)nc2s1,2.3,6,-2.6,-9,0,15,4,-11,2,100
COc1ccccc1NC(=O)COC(=O)C12CC3CC(CC(Cl)(C3)C1)C2,-0.7,1,1.5,4,4,-8,30,1,-1,101
C/C=C(\C)C(=O)NCCN1C2=NC[C@H](Cc3ccc(O)cc3)N2C[C@@H]1Cc1ccc(OC)cc1,0.7,1,5.9,-4,3,-33,5,-2,3,110
CCO[C@@H]1OC(C(=O)N2CCOCC2)=C[C@H](c2ccc(Br)cc2)[C@H]1CCCO,0.0,1,-2.0,10,7,11,-5,0,-1,104
CCc1ccccc1N1C(=O)CC(Sc2nccc(C)n2)C1=O (centres undefined),-0.3,3,-3.7,-2,8,17,11,-8,0,98
Cc1cc(C)c(S(=O)(=O)N2CCCCC2)c(C)c1N(C)S(=O)(=O)c1ccc(Cl)cc1,-0.9,-2,-0.4,-6,11,3,-1,-6,11,85
CCCCCNC(=O)c1ccc2c(=O)n(CCOC)c(=O)[nH]c2c1,-0.1,-2,-2.8,-10,6,16,-2,1,-5,98
COc1cccc(N2C(=O)CC(NNc3nc4ccccc4s3)C2=O)c1 (centres undefined),0.4,-1,-2.4,-4,1,12,-11,0,-1,92
CN1C(C(=O)NCc2cccc(Br)c2)CC2Cn3c(nc4cc5ccccc5cc43)C21 (centres undefined),-2.4,-1,-0.8,-2,1,4,5,0,-3,91*
COc1ccc(S(=O)(=O)N2CCCC2CNC(=O)C(=O)NCc2ccccn2)cc1 (centres undefined),-0.3,-1,0.2,1,-8,-1,1,-3,2,106
COc1ccc2c(CCNC(=O)/C=C/c3ccc(OC)c(OC)c3)c[nH]c2c1,-1.4,0,-0.2,-6,0,1,-2,-4,-2,93
COc1ccc(C(=O)N2CCN=C2c2ccccc2)cc1OC,3.5,-1,-3.0,2,-1,17,-5,0,-1,94
CN(C)c1ccc(N2C(=O)CC(Sc3ccccc3C(=O)O)C2=O)cc1 (centres undefined),0.6,1,-3.2,-6,-2,17,7,1,-2,99
S=C1NCN(Cc2ccccc2)CN1C1CCCCC1,1.0,3,-1.5,-11,1,7,-21,1,-1,98
CCN1CCC(CNCc2cn(-c3ccc(OC)cc3)nc2-c2ccccc2Cl)C1 (centres undefined),0.3,-2,2.8,-4,4,-14,4,-1,-3,109
CCC1Oc2ccc(C)cc2N(CC(=O)NCC2CCCO2)C1=O (centres undefined),-1.0,5,-3.1,-25,-1,19,-6,0,-2,103
Cc1cc(-c2nnc(SCC(=O)Nc3nc(-c4ccccc4)cs3)o2)no1,1.8,-8,0.3,-2,-2,-2,6,-5,4,86
C=CCN(C(=O)c1csnn1)C(C(=O)NC(C)(C)C)c1ccncc1 (centres undefined),1.9,1,-2.0,-4,0,11,-17,1,0,100
COc1cc2c(cc1OC)CN(Cc1ccc(F)cc1)CC2,2.5,11,-3.6,-4,-8,16,0,-10,-2,126
Cc1cc(C(=O)Cn2nc(C(=O)O)c3ccccc3c2=O)c(C)n1CCc1ccc(F)cc1,2.2,-3,0.7,0,1,-4,5,4,2,102
Cc1ccccc1OCC(=O)Nc1ccc(Cc2ccncc2)cc1,2.0,3,2.6,-3,2,-19,4,2,-2,103
CCCCCc1c(C)nc(N2CCOCC2)[nH]c1=O,-0.8,2,-1.3,2,-2,7,6,0,24,105
Cc1cc(SCCC(=O)O)nc2c(C)cccc12,3.3,-2,-0.1,-6,-3,1,-8,-2,-3,.
CN1CCN(S(=O)(=O)c2cccc(C(=O)Oc3cccc(C#N)c3)c2)CC1,-0.9,-1,0.1,1,-1,-1,-19,-15,-2,91
CCCCNc1nc(=S)n(-c2ccccc2)c(C)c1C(C)=O,-1.2,-3,0.7,-14,-2,-5,-2,-15,-4,103
COc1ccc(C2=NO[C@@H]3C(=O)N(c4ccc(C)cc4C)C(=O)[C@H]23)cc1OC,-1.8,0,-1.0,3,6,6,25,-4,-6,103
O=S1(=O)N=C(N2CCCc3ccccc32)c2ccccc21,-0.1,6,0.6,-18,4,-3,9,0,.,110
CC1(C)CC(=O)C=C(NCCN2CCN(C(=O)Nc3ccccc3)CC2)C1,-0.4,0,-2.1,-4,-1,11,-9,-5,.,99
CCOc1ccc(NS(=O)(=O)c2ccc(N)cc2)cc1,1.3,-3,-0.6,-16,-6,4,16,-4,7,.
O=C(NC(Cc1ccccc1)C(=O)NCc1ccccn1)c1ccco1 (centres undefined),1.1,1,-3.0,1,0,15,22,-3,-3,97
COCCN1C(=O)C(=O)/C(=C(/O)c2ccc(S(=O)(=O)N3CCOCC3)cc2)C1c1cccc(O)c1 (centres undefined),-1.5,-6,-2.4,-4,2,13,-9,-3,3,98
Cn1c(=O)c2[nH]c(N3CCN(c4ccccc4)CC3)nc2n(C)c1=O,1.0,-3,-0.9,-2,3,4,21,-1,2,99
COc1ccc(OCCOc2ccc(S(=O)(=O)N3CCCC3)cc2[N+](=O)[O-])cc1,-1.5,-1,-3.2,-12,8,13,2,3,-3,100
Cc1ccc(S(=O)(=O)N2CCC[C@H]2C(=O)NC2=NCCS2)cc1,-2.6,-4,-2.0,3,7,10,15,-6,-2,99
CCCCc1ccc(NC(=O)CSc2nnc(CNC(=O)c3ccco3)o2)cc1,-0.2,1,1.0,-8,2,-5,-14,2,0,.
O=C(Nc1ccccc1C(F)(F)F)c1cc(-c2cccc(O)c2)on1,-0.5,-3,5.3,-3,-2,-27,4,1,.,97
Cc1cccc(NC(=O)CSc2nc3c([nH]c4ccccc43)c(=O)n2C)c1,-0.3,-1,9.1,-5,-4,-54,1,1,-4,105
COc1ccc(N2C(=O)CC(N3CCC(O)(c4cccc(C(F)(F)F)c4)CC3)C2=O)cc1 (centres undefined),-1.4,-4,-1.9,-10,1,11,5,-3,-3,94
O/N=C(/c1ccc(Cl)cc1)C1CC1c1ccccc1 (centres undefined),-0.1,-4,9.6,-2,10,-43,-15,1,3,98
COCCCNc1nc(N)c([N+](=O)[O-])c(N2CCCCCC2)n1,-1.8,0,-0.2,-5,10,1,-11,-5,-4,101
Cc1ccc(S(=O)(=O)NCCC(=O)NCCN2CCCCCC2)cc1,1.7,-1,-1.7,-2,-6,9,29,-3,.,102
CCCS(=O)(=O)n1nc(-c2ccc(Br)cc2)cc1N,0.7,2,3.3,-5,-5,-17,7,-2,-6,104
CC(C)COc1ccc(C(=O)Nc2ccccc2[N+](=O)[O-])cc1,-1.2,4,-1.2,0,-5,6,-5,5,80*,100
Cc1sc2nc(C(C)(C)C)oc(=O)c2c1C,1.6,-5,-1.6,-4,1,9,21,5,-1,94

# Part of the list above in order of molecular weight, high to low.
SMILES,C-LANA FP,V-ATPase pHluor,OPRM1-OPRD1 ag,Cardiac RTF inh,RTF Ca sens act,MOR-DOR inv ag,Arrestin-AP2 inh,Keap1-Nrf2 PPI,Wnt act,DSG3 Ab inh
C/C=C(\C)C(=O)NCCN1C2=NC[C@H](Cc3ccc(O)cc3)N2C[C@@H]1Cc1ccc(OC)cc1,0.7,1,5.9,-4,3,-33,5,-2,3,110
CCO[C@@H]1OC(C(=O)N2CCOCC2)=C[C@H](c2ccc(Br)cc2)[C@H]1CCCO,0.0,1,-2.0,10,7,11,-5,0,-1,104
COc1ccc(N2C(=O)CC(N3CCC(O)(c4cccc(C(F)(F)F)c4)CC3)C2=O)cc1 (centres undefined),-1.4,-4,-1.9,-10,1,11,5,-3,-3,94
CCCCc1ccc(NC(=O)CSc2nnc(CNC(=O)c3ccco3)o2)cc1,-0.2,1,1.0,-8,2,-5,-14,2,0,.
COc1ccc2c(CCNC(=O)/C=C/c3ccc(OC)c(OC)c3)c[nH]c2c1,-1.4,0,-0.2,-6,0,1,-2,-4,-2,93
COc1cccc(N2C(=O)CC(NNc3nc4ccccc4s3)C2=O)c1 (centres undefined),0.4,-1,-2.4,-4,1,12,-11,0,-1,92
O=C(Nc1ccccc1C(F)(F)F)c1cc(-c2cccc(O)c2)on1,-0.5,-3,5.3,-3,-2,-27,4,1,.,97
CCc1ccccc1N1C(=O)CC(Sc2nccc(C)n2)C1=O (centres undefined),-0.3,3,-3.7,-2,8,17,11,-8,0,98
COCCCNc1nc(N)c([N+](=O)[O-])c(N2CCCCCC2)n1,-1.8,0,-0.2,-5,10,1,-11,-5,-4,101
CCOc1ccc(NS(=O)(=O)c2ccc(N)cc2)cc1,1.3,-3,-0.6,-16,-6,4,16,-4,7,.
O/N=C(/c1ccc(Cl)cc1)C1CC1c1ccccc1 (centres undefined),-0.1,-4,9.6,-2,10,-43,-15,1,3,98

# Other compounds follow:
SMILES,C-LANA FP,V-ATPase pHluor,OPRM1-OPRD1 ag,Cardiac RTF inh,RTF Ca sens act,MOR-DOR inv ag,Arrestin-AP2 inh,Keap1-Nrf2 PPI,Wnt act,DSG3 Ab inh
Cc1ccccc1C(=O)Nc1ccc(-c2nc3ccc(C(=O)c4ccccc4)cc3[nH]2)cc1,2.2,-1,0.0,3,-5,0,-1,-5,-3,.
COc1cc2c(cc1/C=C/C(=O)O)OC(C)C2 (centres undefined),-1.0,-2,-2.3,-5,2,12,1,4,-2,109
NS(=O)(=O)c1cccc(NC(=S)NCc2ccccc2)c1,0.2,0,-1.7,-3,-2,9,13,-3,0,98
COc1cc(/C=N/NC(=O)c2cnn3c(C)cc(-c4ccccc4)nc23)ccc1O,-2.0,0,-0.7,5,0,3,-2,-3,.,108
CS(=O)(=O)c1ccc(-c2cccc(NC(=O)COc3ccccc3)c2)nn1,-3.0,0,-1.8,-3,-2,10,1,4,1,.
